DENV2 CPE rescue – DENV2-induced cell death inhibition; DENV2-infected cells, cytopathic effect rescue, plate reader; CPE inhibition, % at 9.99 µM; actives 1.7% (n = 350,000); AID 651640; in the data active means CPE inhibition above about 20%, passing the limit was not always enough; inconclusive means no clear call, values can overlap the other calls; tested in BHK-21 cells;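 further: 0% = median of neutral control wells and 100% = median of positive control wells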
EWS-Fli inh – EWS/Fli transcriptional activity inhibition; A673 NR0B1-luciferase reporter, viability-normalised; inhibition, % at 12.6 µM; actives 0.67% (n = 350,000); AID 651661;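 active means mean inhibition of at least 50% after viability correction, with every replicate also passing that limit; inconclusive means mean reaches 50% but only one of two replicates passes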;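 further: firefly luciferase signal divided by Alamar Blue viability fluorescence both relative to DMSO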
LGR2 inh – inhibitors of bursicon-induced Drosophila LGR2 receptor cAMP signaling | HEK293 LGR2, CRE-luciferase, bursicon-stimulated, 4 h | actives 0.35% (n = 380,000) | inhibition, % at 9.99 µM | AID 720647;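 active means drop in luminescence signal, shown as inhibition above about 50% in the replicate tests, limit read from the data, passing the limit was not always enough; inconclusive means probably only some replicates passing the limit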;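 further: agonist challenge used bursicon conditioned medium at about half maximal strength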
SIRT5 inh – sirtuin-5 (human) deacylase inhibition. Purified SirT5, succinyl-peptide AMC, trypsin-coupled fluorescence. actives 1.1% (n = 330,000). inhibition, % at 15 µM. Q9NXA8; in the data active means inhibition above about 15%; inconclusive means no clear call, values can overlap the other calls
Target sequence (Q9NXA8 whole entry, looked up): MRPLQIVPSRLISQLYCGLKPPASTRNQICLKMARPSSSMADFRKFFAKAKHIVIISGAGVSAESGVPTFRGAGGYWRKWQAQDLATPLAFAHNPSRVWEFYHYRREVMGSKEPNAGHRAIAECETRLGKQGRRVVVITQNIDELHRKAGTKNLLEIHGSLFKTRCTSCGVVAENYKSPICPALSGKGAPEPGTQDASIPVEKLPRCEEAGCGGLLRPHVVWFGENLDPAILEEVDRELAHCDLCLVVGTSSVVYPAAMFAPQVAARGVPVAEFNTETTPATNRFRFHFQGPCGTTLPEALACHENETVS
ARNT TACC3 PPI – disrupts binding between human ARNT and TACC3; Q9Y6A5; AlphaScreen His-ARNT PAS-B/GST-TACC3 binding, luminescence; TACC3 fragment carries E629A point mutation; inhibition, % at 9.99 µM; actives 0.66% (n = 390,000); AID 623870;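 active means mean inhibition of replicates at least 50% and at least half of replicates each reaching 50%; inconclusive means half or more replicates reach 50% but mean below 50%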;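 further: 0% = complete ARNT plus TACC3 wells and 100% = ARNT alone without TACC3; many hits fall short of the cut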
CASP6 VEID inh – caspase-6 (human) enzyme inhibition. inhibition, % at 12.5 µM. actives 0.53% (n = 350,000). purified caspase-6, Z-VEID-R110 cleavage fluorescence;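 active means mean inhibition across replicates at least about 35%, with every replicate also reaching that limit, limit read from the data; inconclusive means only one of the two criteria met; inactive means neither criterion met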;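 further: 0% = median of neutral control wells and 100% = no fluorescence left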
Target sequence (P55212 24-179 limits assumed): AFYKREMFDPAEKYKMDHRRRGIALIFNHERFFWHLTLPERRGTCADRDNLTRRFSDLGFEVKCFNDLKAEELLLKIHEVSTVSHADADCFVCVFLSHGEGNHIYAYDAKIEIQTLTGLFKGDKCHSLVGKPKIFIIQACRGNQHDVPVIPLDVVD
Target sequence (P55212 194-293 limits assumed): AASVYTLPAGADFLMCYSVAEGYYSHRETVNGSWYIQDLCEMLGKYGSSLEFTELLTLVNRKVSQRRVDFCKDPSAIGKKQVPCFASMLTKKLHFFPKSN
PAX8 inh HTS – lowers PAX8-driven luciferase in RMG-I cells; AID 652154; actives 1.2% (n = 360,000); inhibition, % at 12.6 µM; RMG-I TPO-luciferase reporter, SteadyGlo, 24 h;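 active means mean replicate inhibition at least 60% with every replicate also reaching 60%; inconclusive means only one of the two criteria is met; inactive means mean below 60% and not all replicates reaching 60%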;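 further: luciferase light reporting Pax8 driven TPO promoter activity; plate controls were median of neutral control wells for no effect and mitoxantrone controls for full effect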
* = called active by the depositor; ? = inconclusive; . = not tested or not shown.

SMILES,DENV2 CPE rescue,EWS-Fli inh,LGR2 inh,SIRT5 inh,ARNT TACC3 PPI,CASP6 VEID inh,PAX8 inh HTS
C[C@@H]1CN([C@@H](C)CO)S(=O)(=O)c2ccc(-c3ccncc3)cc2O[C@H]1CN(C)Cc1cncnc1,-7.9,3.3,-27.5,2.4,-7.6,1.2,-12.1
Cc1ccnc(NC(=O)c2ccc3c(c2)C(=O)N(CC(C)C)C3=O)c1,0.4,-65.0,-75.6,-1.2,6.9,-1.9,-166.2
O=C1CSC(c2ccccc2)N1Nc1nc(N2CCOCC2)nc(N2CCOCC2)n1 (configuration not stated),2.2,5.0,-8.3,-1.5,-3.7,-0.5,38.9
CCCNC(=O)N(C)C[C@H]1Oc2ncc(-c3ccc(OC)cc3)cc2C(=O)N([C@@H](C)CO)C[C@@H]1C,0.7,-3.7,-0.6,-5.4,4.6,-0.8,.
Cn1cc(C(=O)N/N=C/c2cccs2)c2ccccc21,.,.,-19.1,.,1.6,.,-58.2
O=C(COC(=O)c1cccnc1Cl)Nc1cc(S(=O)(=O)N2CCOCC2)ccc1Cl,-0.9,-0.5,21.6,-0.9,1.3,1.7,-15.5
COc1ccc(S(=O)(=O)Nc2ccc3c(c2)CC(=O)N([C@@H](C)CO)C[C@H](C)[C@H](CN(C)S(=O)(=O)c2ccc(C)cc2)O3)cc1,4.3,-16.1,1.0,1.4,-4.9,.,71.9*
CCCCN1C(=O)C(=O)NC[C@@H]1CC1CCCCC1,?,-8.8,-3.4,.,.,-2.5,-45.0
CCOC(=O)C1C(c2ccccc2)N(C)OC1(O)C(F)(F)F (configuration not stated),-0.6,5.7,-22.4,-4.7,1.7,-1.9,2.3
C[C@@H]1COC(=O)[C@@H](Cc2ccc(F)cc2)C/C=C\C[C@@H](CC(=O)NCCO)C(=O)N1,-5.1,-0.2,-0.9,-2.8,-3.9,-4.3,-14.7

Later entries.
SMILES,DENV2 CPE rescue,EWS-Fli inh,LGR2 inh,SIRT5 inh,ARNT TACC3 PPI,CASP6 VEID inh,PAX8 inh HTS
CCN(CC)S(=O)(=O)c1cccc(C(=O)NCC2CCCO2)c1 (configuration not stated),.,.,2.4,.,-6.2,-0.3,.
COc1ccc(S(=O)(=O)N2CC3(CN(Cc4ccccc4OC)[C@@H](CO)c4[nH]c5cc(OC)ccc5c43)C2)cc1,9.7,-2.5,13.5,.,.,.,.
CCCN1C[C@H](C)[C@H](OC)CN(C)C(=O)c2cc(NS(C)(=O)=O)ccc2OC[C@H]1C,.,7.6,-6.7,.,-5.9,.,6.6
O=C(CNC(=O)c1nc[nH]c1C(=O)N1CCc2ccccc2C1)OCc1ccccc1,-8.5,-43.0,-6.6,.,11.4,-0.1,0.3
COc1cc2c(cc1OC)[C@H](Cc1ccc(O)cc1)NCC2,4.6,14.1,19.4,.,16.7,1.5,-32.3
CSCC[C@H](NS(=O)(=O)c1ccc(C)cc1)C(=O)N1CCC(C(=O)N[C@@H](Cc2ccc(O)cc2)C(=O)O)CC1,-8.4,7.0,.,.,-2.4,-2.3,.
CN(C)C(=O)c1cccc(-c2ccc3c(c2)[C@@H]2[C@@H](CCN2C(=O)C2CCCCC2)[C@H](CO)N3)c1,.,-1.9,6.3,.,29.4,.,9.5
COc1cccc(C(O)c2ncc(-c3cccc4ccccc34)[nH]2)c1 (configuration not stated),-13.9,3.6,-3.0,0.5,.,3.6,-19.8
Cc1ccc2oc(-c3ccc(NC(=O)CC(C)C)cc3)nc2c1,-5.7,-52.2,-66.2,2.1,-2.8,6.5,.
CC(C)NC(=O)Nc1ccc2c(c1)C(=O)N([C@@H](C)CO)C[C@H](C)[C@@H](CN(C)Cc1ccc(Oc3ccccc3)cc1)O2,-0.6,8.8,15.7,1.9,1.2,-1.5,0.4

(next part)
SMILES,DENV2 CPE rescue,EWS-Fli inh,LGR2 inh,SIRT5 inh,ARNT TACC3 PPI,CASP6 VEID inh,PAX8 inh HTS
Cc1cc(S(=O)(=O)Nc2ncnc3sccc23)ccc1F,-4.6,9.2,15.7,0.2,.,2.1,8.6
CCCCCc1nnc(NC(=O)NS(=O)(=O)c2ccc(C)cc2)s1,-3.0,-8.5,-5.7,-10.7,.,2.1,-12.1
COc1ccc(-c2sc3ccc(OC)cc3c2C#CCCO)cc1,.,.,-3.7,9.0,.,1.8,.
CN=C(NC#N)NCCSCc1nc[nH]c1C,13.7,3.0,3.1,-1.8,0.3,2.6,-2.4
C[C@@H]1CCCCO[C@H](CN(C)C(=O)CCC(F)(F)F)[C@@H](C)CN([C@H](C)CO)C(=O)c2cc(NC(=O)Nc3ccccc3)ccc2O1,-0.7,-8.9,24.3,0.5,-2.1,0.2,-33.5
Cc1ccc(COC(=O)CCc2nc3ccccc3c(=O)[nH]2)cc1,.,.,-6.4,.,-3.3,.,7.4
COCc1cc(C)nc(SCC[N+](C)(C)CC(=O)Nc2cccc(C)c2)c1C#N,-4.8,10.2,8.7,-0.4,-2.6,7.6,7.7
Cc1cccc(OCCCC(=O)NCCc2ccccc2)c1,.,-2.2,-1.4,1.9,-3.6,0.0,1.4
COC(=O)C[C@@H]1CC[C@@H]2[C@@H](COc3ccc(NC(=O)c4ccc(F)cc4)cc3C(=O)N2C)O1,0.5,11.8,-4.8,7.7,10.3,2.7,-20.0
COc1ccc(C(=O)N/C(=C\c2ccc(Cl)cc2)C(=O)NCc2ccncc2)cc1,0.4,-1.8,-9.4,.,.,0.0,7.5

The list continues:
SMILES,DENV2 CPE rescue,EWS-Fli inh,LGR2 inh,SIRT5 inh,ARNT TACC3 PPI,CASP6 VEID inh,PAX8 inh HTS
O=C(/C=C/c1cccc(F)c1)Nc1nccs1,-1.7,-129.1,-92.4,3.5,-7.8,18.0,-166.2
CC(C)NC(=O)Nc1ccc2c(c1)CC(=O)N([C@H](C)CO)C[C@@H](C)[C@H](CN(C)S(C)(=O)=O)O2,?,-11.0,-20.3,-0.5,-10.1,-2.6,-15.2
CCC(CC)C(C(=O)NCc1ccccc1)N(C)Cc1ccc(Cl)c(Cl)c1 (configuration not stated),-3.3,15.2,-5.1,-1.8,.,-0.8,-7.1
C[C@@H]1CN([C@H](C)CO)C(=O)c2cc(-c3ccncc3)cnc2O[C@@H]1CN(C)C(=O)c1ccncc1,-5.2,-10.9,2.2,3.1,-1.0,1.1,.
Cc1c(/C=N/NC(N)=O)c2ccccn2c1C(=O)c1ccc(F)cc1,0.8,3.5,-3.3,5.6,4.2,-1.0,6.2
Cc1nc2ccccn2c1/C(O)=C1\C(=O)C(=O)N(CCN2CCOCC2)C1c1cccs1 (configuration not stated),-4.4,-2.1,5.5,-1.4,-0.3,-0.5,.
CCC(=O)N1[C@H](CO)[C@H](c2ccc(-c3ccc(F)cc3)cc2)C12CN(C(C)=O)C2,17.6,-3.7,3.8,2.7,.,2.1,.
CCOC(=O)c1c(NC(=S)N2CCOCC2)sc2c1CCN(C(=O)OCC)C2,-15.1,14.2,62.6*,7.0,.,2.5,27.4
CCC(C(=O)Nc1ccccc1Cl)n1nc(C)c2c(C)n(-c3ccccc3)nc2c1=O (configuration not stated),0.9,.,15.4,-6.3,-13.6,2.3,24.0
C[C@@H]1CN([C@@H](C)CO)C(=O)c2cc(-c3ccccc3F)cnc2O[C@@H]1CN(C)C,-1.5,-6.9,-5.9,-3.3,-2.1,-2.4,.

Further results follow.
SMILES,DENV2 CPE rescue,EWS-Fli inh,LGR2 inh,SIRT5 inh,ARNT TACC3 PPI,CASP6 VEID inh,PAX8 inh HTS
CC(C)CC#Cc1cnc2c(c1)C(=O)N([C@H](C)CO)C[C@@H](C)[C@H](CN(C)C(=O)C1CCCCC1)O2,-0.9,-4.0,-9.5,3.7,-0.8,2.2,15.5
O=C1C=C(c2ccccc2)C[C@@H](c2ccc3c(c2)OCO3)C1,-5.7,-6.8,-12.1,.,-0.9,-1.4,-11.2
CCOc1ccc(NC(=O)C(C)C(Cc2ccc(C)cc2)C(=O)O)cc1 (configuration not stated),1.7,-2.9,6.4,-2.6,-5.3,7.2,2.5
Cc1cc(C(=O)Nc2cccc3c2O[C@@H](CN(C)S(=O)(=O)c2ccc(F)cc2)[C@@H](C)CN([C@@H](C)CO)C3=O)n(C)n1,.,3.7,-12.8,3.8,-2.5,-2.4,.
COCCCNC(=O)C[C@@H]1C[C@@]2(C(=O)OC)CCCCC=C2N(Cc2ccc3c(c2)OCO3)C1=O,17.3,-1.5,5.9,-0.8,.,-1.1,-16.6
C[C@H]1CN([C@@H](C)CO)C(=O)c2cc(-c3cccc(C#N)c3)cnc2O[C@@H]1CN(C)Cc1ccncc1,-6.4,-22.7,10.8,-4.4,-0.3,-0.8,.
O=Cc1ccc(-c2cccc([N+](=O)[O-])c2)o1,6.7,1.3,-11.6,-1.1,-1.6,7.6,-0.5
Cc1cc(=O)[nH]c2c1cnn2C(C)c1ccccc1 (configuration not stated),0.2,-20.9,-2.2,1.2,-8.5,-1.6,-6.7
CCc1c(O)nc(SCC(=O)Nc2ccccc2)n(-c2ccccc2)c1=O,-0.5,-17.6,0.9,0.5,1.0,2.9,.
O=C(CN1C(=O)c2ccccc2S1(=O)=O)Nc1ncccn1,-6.8,0.1,5.3,3.0,.,-0.3,-9.3

Remaining list, next part
SMILES,DENV2 CPE rescue,EWS-Fli inh,LGR2 inh,SIRT5 inh,ARNT TACC3 PPI,CASP6 VEID inh,PAX8 inh HTS
CN1C(=O)N(CC(=O)N2CCN(c3ncccn3)CC2)C(=O)C12CCCCC2,-9.0,-2.5,-12.3,-1.3,-26.0,3.4,3.4
O=C(OCC(=O)N1CCCc2ccccc21)c1cc(S(=O)(=O)N2CCOCC2)ccc1Cl,1.0,-2.8,-5.5,-0.3,6.3,-2.4,5.4
CCCCN1C(=O)/C(=C2\SC(N3CCOCC3)=NC2=O)c2ccccc21,1.3,-36.7,-19.5,-0.1,4.9,0.2,-29.4
CC(=O)Nc1ccc(S(=O)(=O)NNC(=O)COc2ccc(C)cc2)cc1,-5.8,-5.5,-1.2,0.1,-4.4,-3.0,15.6
O=C(CCN1C(=O)/C(=C/c2ccccc2Cl)SC1=S)Nc1ccccc1C(=O)O,10.8,6.3,15.9,17.8*,6.4,1.0,100.5*
Cc1ccccc1NC(=O)Cc1nc(COC(=O)COc2ccccc2C(C)C)cs1,-6.8,1.9,16.8,-0.5,3.5,1.4,0.8
O=S(=O)(N[C@H]1CC[C@@H](CCn2cc(C3(O)CCCC3)nn2)O[C@@H]1CO)c1ccccc1,?,-2.8,-10.1,-0.8,-5.7,-3.9,-7.4
COc1ccc(NC(=O)N(C)C[C@H]2Oc3c(NC(=O)Nc4ccc5c(c4)OCO5)cccc3C(=O)N([C@@H](C)CO)C[C@H]2C)cc1,-11.8,-0.5,21.6,-1.1,-3.4,-4.1,.
CN(CC(=O)Nc1ccc(F)cc1)C(=O)COC(=O)c1cc(S(=O)(=O)N(C)C)ccc1N1CCCC1,-5.3,8.0,-11.9,5.3,-1.2,-1.3,15.3
C[C@H]1CN([C@@H](C)CO)C(=O)c2cc(C3=CCCC3)cnc2O[C@@H]1CN(C)C(=O)C1CCCCC1,8.9,7.7,5.6,-10.0,-4.8,2.9,12.1

Later entries
SMILES,DENV2 CPE rescue,EWS-Fli inh,LGR2 inh,SIRT5 inh,ARNT TACC3 PPI,CASP6 VEID inh,PAX8 inh HTS
Cc1cccc(CNS(=O)(=O)c2csc(C(N)=O)c2)c1,-4.7,3.7,7.4,0.3,-19.0,34.1,3.5
COc1ccccc1NC(=O)N[C@@H]1CC[C@@H](CCNS(=O)(=O)c2ccc(C)cc2)O[C@@H]1CO,1.2,-6.7,-9.9,-0.6,.,0.5,-2.0
C=CCOc1ccccc1CN1CCCC(CCC(=O)N(C)CCc2ccccn2)C1 (configuration not stated),4.3,2.7,0.4,1.6,-4.7,-1.8,5.6
CCN(CC)S(=O)(=O)c1cc(NC(=O)NCCCl)ccc1C,-4.7,7.4,0.0,-3.0,-12.3,-7.4,8.8
COCCN(C(=O)CNC(=O)c1ccco1)C(C(=O)NC1CCCC1)c1ccc(OC)cc1 (configuration not stated),5.7,-5.2,-5.4,-4.5,2.7,-0.4,18.7
Cc1nccc(-c2ccc(-n3c(C)ccc3C)cc2)n1,-0.8,3.5,-6.5,0.4,-5.9,0.8,-12.5
COC(=O)c1sc(-c2ccc(C(C)(C)C)cc2)cc1NC(=O)/C=C/C(=O)O,14.4,49.9,.,8.6,6.8,27.1,-31.1

From PubChem
